M. tuberculosis HTS = M. tuberculosis growth inhibition, HTS (AID 449762) | inhibition, % at 25 µM; hits with a dose series show IC50 in µM | hit rate 0.59% among 330,000 | M. tuberculosis H37Rv growth inhibition, 7H9 media; higher % means a stronger effect; in the data active means a potency from the dose series; inconclusive means inhibition above about 70% without an active follow-up result;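 further: bacterial growth assessed after seven days of incubation; strong numbers were not always called active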
M. tuberculosis = growth inhibition of non-replicating M. tuberculosis (AID 488890). Mycobacterium tuberculosis non-replicating, growth inhibition; higher % means a stronger effect. inhibition, % at 25 µM, or IC50 in µM where a hit was titrated. hit rate 0.39% among 320,000; in the data active means a potency from the dose series; inconclusive means inhibition mostly from about 82% at the one dose, without a potency; inactive means the rest, 99 in 100 with inhibition below about 76%;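 further: plate controls were DMSO cells for no effect and high antibiotic wells for full effect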
H1N1 NS1A inhibition = H1N1 influenza NS1A inhibitors, functional cell based assay (AID 504329) | hit rate 0.3% among 340,000 | NS1A functional cell-based assay, percent inhibition; higher % means a stronger effect | inhibition, % at 12.5 µM, or IC50 in µM where a hit was titrated; in the data active means a potency from the dose series; inconclusive means inhibition above about 27% without an active follow-up result; further: strong numbers were not always called active
VEEV TC-83 Vero = inhibitors of VEEV TC-83 cytopathic effect, confirmation, Vero cells (AID 588727); Vero cells, VEEV TC-83 cytopathic effect inhibition; higher % means a stronger effect; hit rate 0.13% among 350,000; one-dose inhibition, % at 20 µM; IC50 in µM for titrated hits; in the data active means a potency from the dose series; inconclusive means inhibition mostly from about 14% at the one dose, without a potency; inactive means the rest, 99 in 100 with inhibition below about 12%; further: strong numbers were not always called active
Salmonella PhoP GFP = PhoP regulon inhibitors, Salmonella typhi PhoP promoter GFP reporter, confirmatory (AID 1850) | Salmonella Typhi PhoP-promoter GFP reporter, fluorescence, 4 h; higher % means a stronger effect | inhibition, % at 50 µM; hits with a dose series show IC50 in µM | hit rate 0.33% among 310,000; in the data active means a potency from the dose series; inconclusive means inhibition mostly from about 25% at the one dose, without a potency; inactive means the rest, 99 in 100 with inhibition below about 19%;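 further: 0% = induced wells with vehicle and 100% = uninduced wells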
VEEV TC-83 Vero 10K pilot screen = also measured in VEEV TC-83 Vero; calls as there; inhibition, %; measured here: 10K pilot screen inhibition
Starred values were filed as active, the others as inactive; i = inactive; ? = inconclusive; / = no result given.

SMILES	M. tuberculosis HTS	M. tuberculosis	H1N1 NS1A inhibition	VEEV TC-83 Vero	Salmonella PhoP GFP	others
O=C(Nc1ccc(N2CCN(C(=O)c3ccco3)CC2)cc1)c1ccccc1F	-9%	11%	7%	8.2%	-10%
Cc1cccc(NC2=NCC(=O)N2Cc2ccccc2)c1	-14%	5%	8%	0.0%	9%
O=C(c1cc([N+](=O)[O-])ccc1N1CCOCC1)N1CCCC1	-5%	-17%	-11%	0.9%	2%
O=[N+]([O-])c1cccc(-c2ccc3nnc(SCc4cccnc4)n3n2)c1	/	/	10%	1.2%	/
O=C(NCCN1CCOCC1)c1ccccc1OCc1ccccc1	4%	5%	-3%	2.8%	/
CSc1ccccc1C(=O)N1CCC2(CC1)CC(=O)c1ccccc1O2	-11%	5%	-8%	10%	-2%
Cc1nc2ccc(-c3nc4ccccc4[nH]3)cc2[nH]1	-5%	42%	-4%	5.7%	-4%
CCN(CC)c1ccc(/C=N/NC(=O)CNC(=O)c2ccccn2)cc1	?	13%	4%	0.3%	-5%
CCOc1ccc(S(=O)(=O)n2cnc3ccccc32)cc1	-2%	-10%	-7%	i	2%
O=C(NCc1ccccc1)C1C(=O)N(Cc2ccccc2)C(=O)C1C1(O)CCCC1 (configuration not stated)	7%	18%	0%	5.8%	2%
O=C(NC1CC1)c1cc(=S)[nH]c2ccccc12	-4%	-1%	-19%	0.3%	/
Cc1ccc(Nc2c([N+](=O)[O-])ccc3nonc23)c(C)c1	17%	7%	24%	i	-7%
CCCCCOC(=O)CSc1nc2c(c(=O)[nH]c(=O)n2C)n1CCc1ccccc1	59%	?	0%	0.4%	2%
CCC1CN(C(=O)N2CCC(C(=O)NCc3ccccc3OC)CC2)c2ccccc2O1 (configuration not stated)	-3%	23%	5%	2.8%	-1%
CCc1[nH]nc2c1C1(CCN(C(=O)c3ccccc3)CC1)C(C#N)=C(N)O2	7%	3%	-2%	0.5%	17%
Cc1ccc(N2C(=O)NC(=O)/C(=C/C=C/c3ccco3)C2=O)cc1	54%	?	9%	0.9%	5%
CC1(C)C(C(=O)OCC(Cl)(Cl)Cl)N2C(=O)C(NC(=O)Cc3ccccc3)C2S1=O (configuration not stated)	2%	14%	-7%	0.5%	-5%
CCc1cccc(NC(=O)CS(=O)Cc2nc(-c3ccc(C)cc3)oc2C)c1 (configuration not stated)	2%	39%	11%	2.8%	-3%
Cn1c(=O)n(C)c2cc([N+](=O)[O-])c(N3CCN(C(=O)c4ccccc4Br)CC3)cc21	1%	12%	-7%	1.9%	-1%
CNC(=O)CSc1nnc(-c2ccc(S(=O)(=O)N3CCCC3)cc2)n1-c1cccc(C)c1C	-4%	3%	-8%	0.8%	1%
O=C(O)C1C2CCC(C2)C1C(=O)NCCCn1ccnc1 (configuration not stated)	-16%	-5%	5%	0.8%	0%
CC(C)Nc1nnc(SC(C)C(=O)NCc2ccc3c(c2)OCO3)s1 (configuration not stated)	-4%	7%	-10%	1.8%	3%
CCN(CC)S(=O)(=O)c1ccc(N/N=C(\C)c2ccc(OC)cc2O)nc1	12%	27%	-4%	0.6%	6%
COc1ccccc1NC(=O)c1ccc(NC(=O)C2CC2C)cc1 (configuration not stated)	24%	30%	-3%	1.6%	/
COc1ccc(-c2nc(N=Nc3ccc(O)cc3)n[nH]2)cc1	54%	53%	5%	5.0%	17%

Three successive records already listed:
SMILES	M. tuberculosis HTS	M. tuberculosis	H1N1 NS1A inhibition	VEEV TC-83 Vero	Salmonella PhoP GFP	others
CCN(CC)c1ccc(/C=N/NC(=O)CNC(=O)c2ccccn2)cc1	?	13%	4%	0.3%	-5%
CCOc1ccc(S(=O)(=O)n2cnc3ccccc32)cc1	-2%	-10%	-7%	i	2%
O=C(NCc1ccccc1)C1C(=O)N(Cc2ccccc2)C(=O)C1C1(O)CCCC1 (configuration not stated)	7%	18%	0%	5.8%	2%

Of the compounds above, five have an NH in an aromatic ring.
SMILES	M. tuberculosis HTS	M. tuberculosis	H1N1 NS1A inhibition	VEEV TC-83 Vero	Salmonella PhoP GFP	others
Cc1nc2ccc(-c3nc4ccccc4[nH]3)cc2[nH]1	-5%	42%	-4%	5.7%	-4%
O=C(NC1CC1)c1cc(=S)[nH]c2ccccc12	-4%	-1%	-19%	0.3%	/
CCCCCOC(=O)CSc1nc2c(c(=O)[nH]c(=O)n2C)n1CCc1ccccc1	59%	?	0%	0.4%	2%
CCc1[nH]nc2c1C1(CCN(C(=O)c3ccccc3)CC1)C(C#N)=C(N)O2	7%	3%	-2%	0.5%	17%
COc1ccc(-c2nc(N=Nc3ccc(O)cc3)n[nH]2)cc1	54%	53%	5%	5.0%	17%

Later entries.
SMILES	M. tuberculosis HTS	M. tuberculosis	H1N1 NS1A inhibition	VEEV TC-83 Vero	Salmonella PhoP GFP	others
CCN(CC)CCCN=Cc1c(O)n(CCc2ccc(F)cc2)c(=O)[nH]c1=O	0%	3%	-11%	0.5%	-4%
CCCCOc1ccc(C2CC(=O)NC2=O)cc1 (configuration not stated)	-3%	8%	0%	0.2%	-4%
O=C(Cn1cc(COc2cc(F)cc(F)c2)nn1)c1ccc(O)cc1	/	/	4%	0.7%	/
CCOc1ccccc1NC(=O)CSc1nnnn1C1CCCC1	-7%	32%	-1%	1.0%	5%
COc1cc2c(cc1OC)CN(C(=O)CSc1ccc(F)cc1)CC2	-13%	-4%	-13%	1.2%	/
COc1ccc(-c2c(=O)n(OCc3nc4ccccc4[nH]3)c3ccccc3[n+]2[O-])cc1	-2%	35%	-20%	7.3%	7%
O=C(Cc1cccc2ccccc12)Nc1cc(Cl)ccc1C(=O)O	-6%	58%	-1%	0.5%	-8%
COc1cc(CN2CCC(n3nccc3NC(=O)c3ccc4c(c3)OCO4)CC2)ccc1O	-3%	21%	7%	0.1%	12%
O=C1C2C3CCC(O3)C2C(=O)N1c1nccs1 (configuration not stated)	/	/	-7%	1.0%	/
CCOC(=O)C1(CCOc2ccccc2)CCN(Cc2ccc3c(c2)OCCO3)CC1	1%	44%	7%	i	-6%
O=C(c1ccccc1)C1CCN(C(=O)C2CCC(=O)N(Cc3ccccc3F)C2)CC1 (configuration not stated)	-4%	1%	-14%	5.9%	-15%
Nc1ccc2c(c1)Nc1ccccc1CC2	55%	24%	15%	0.5%	-3%
CN1CCN(CC#CCOc2ccc(Cl)cc2)CC1	-5%	6%	-3%	i	-4%
CN1C=C/C(=C\c2cc[n+](C)c3ccccc23)c2ccccc21	/	/	1%	i	/
O=C(CC1C(=O)NCCN1Cc1ccc(F)cc1Cl)NC1CCCCCCC1 (configuration not stated)	-7%	4%	-7%	5.5%	2%
CC(OC(=O)c1cccc(O)c1)C(=O)N(C)Cc1ccccc1 (configuration not stated)	14%	-6%	-7%	0.6%	6%
Cc1[nH]c(C)c(S(=O)(=O)NCc2ccccc2Cl)c1C(=O)N1CCCC1	8%	-4%	10%	0.1%	-26%
Cc1c(Cl)cccc1NC(=O)CCC(=O)N/N=C/c1ccco1	-7%	30%	-2%	4.1%	-4%
Cc1ccc(S(=O)(=O)N2CCCCC2)cc1C(=O)NC1CC(C)(C)NC(C)(C)C1	-3%	-14%	-13%	2.1%	2%
CCCCC(CCC(=O)Nc1ccccc1C(=O)OCC)C(=O)O (configuration not stated)	2%	5%	1%	5.3%	3%
O=C(Nc1ccncc1)c1cc(-c2ccccn2)nc2ccc(Br)cc12	0%	-4%	-3%	0.4%	-6%
COc1ccc(Cl)cc1NC(=O)C(C)N1CCc2ccccc21 (configuration not stated)	0%	9%	1%	1.1%	9%
C/C(CC(=O)Nc1cccnc1)=N/NC(=O)COc1ccc(Cl)cc1Br	0%	-9%	-1%	0.4%	5%
Cc1ccc(C)c(NC(=O)Cn2nnc(C(=O)NCc3ccco3)c2N)c1	0%	-11%	-2%	i	-15%
CC(C)[C@H](NC(=O)OCc1ccccc1)C(=O)N[C@@H](Cc1c[nH]c2ccccc12)C(=O)O	4%	-1%	-6%	0.2%	0%

3 entries from above, sorted by molar mass, falling:
SMILES	M. tuberculosis HTS	M. tuberculosis	H1N1 NS1A inhibition	VEEV TC-83 Vero	Salmonella PhoP GFP	others
Cc1c(Cl)cccc1NC(=O)CCC(=O)N/N=C/c1ccco1	-7%	30%	-2%	4.1%	-4%
CCCCOc1ccc(C2CC(=O)NC2=O)cc1 (configuration not stated)	-3%	8%	0%	0.2%	-4%
Nc1ccc2c(c1)Nc1ccccc1CC2	55%	24%	15%	0.5%	-3%

Among those listed so far, these have bromine.
SMILES	M. tuberculosis HTS	M. tuberculosis	H1N1 NS1A inhibition	VEEV TC-83 Vero	Salmonella PhoP GFP	others
Cn1c(=O)n(C)c2cc([N+](=O)[O-])c(N3CCN(C(=O)c4ccccc4Br)CC3)cc21	1%	12%	-7%	1.9%	-1%
O=C(Nc1ccncc1)c1cc(-c2ccccn2)nc2ccc(Br)cc12	0%	-4%	-3%	0.4%	-6%
C/C(CC(=O)Nc1cccnc1)=N/NC(=O)COc1ccc(Cl)cc1Br	0%	-9%	-1%	0.4%	5%

Next records follow:
SMILES	M. tuberculosis HTS	M. tuberculosis	H1N1 NS1A inhibition	VEEV TC-83 Vero	Salmonella PhoP GFP	others
COC(=O)C(Cc1cnc(Cl)s1)(C(=O)OC)c1ccc([N+](=O)[O-])cc1	0%	1%	2%	i	3%
O=C(NCCCn1ccnc1)c1ccco1	-16%	-4%	-12%	i	2%
Cc1ccnn1CC(=O)N/N=C/c1ccc([N+](=O)[O-])s1	5%	?	0%	i	4%
O=C(CSc1nc(-c2ccccc2)c(-c2ccccc2)o1)N1CCOCC1	8%	-13%	-22%	8.8%	2%
Clc1ccc(N2COC3c4cccc5cccc(c45)C32)cc1 (configuration not stated)	-8%	-3%	-2%	i	5%
CCCCN(CC)C(=O)/C=C/c1cccc([N+](=O)[O-])c1	-12%	7%	1%	0.1%	5%
Cc1ccc(CN(C(=O)c2csnn2)C(C(=O)NC2CCCC2)c2ccc(C)o2)cc1 (configuration not stated)	-4%	3%	13%	5.5%	-6%
Cc1ccc(S(=O)(=O)N(CC(=O)N2CCCC2)C2CCCCC2)cc1	-5%	-1%	-4%	0.2%	0%
Nc1nc(C23CC4CC(CC(C4)C2)C3)cs1	14%	5%	-5%	0.3%	-7%
Cc1ccc(-c2ccc(CCC(=O)O)n2-c2cccc(C(=O)O)c2)cc1	-1%	7%	-7%	i	7%
O=C(COC(=O)c1ccc(F)c(S(=O)(=O)N2CCOCC2)c1)NCCc1ccc(F)cc1	6%	8%	-3%	i	/
Cc1cccnc1CCNC(=O)c1ccc(OC2CCN(Cc3ccccn3)CC2)cc1	-8%	20%	4%	1.5%	1%
O=C(NCC(=O)N1CCCC1)c1ccc(Br)o1	-3%	2%	-6%	0.1%	-3%
Cc1ccccc1OC(C)C(=O)Nc1ccc2c(c1)OCCO2 (configuration not stated)	1%	6%	-6%	2.5%	-2%
O=C(CCCOc1ccccc1)NCC1CCCO1 (configuration not stated)	3%	20%	-12%	0.4%	8%
CC1(C)CC(=O)C2=C(C1)OC(N)=C(C#N)C21CCC2(CC1)OCCO2	-2%	2%	-6%	i	-8%
O=C(CN1C(=O)N/C(=C\c2ccccc2OCc2ccc(C(=O)O)cc2)C1=O)Nc1ccccc1F	3%	0%	-6%	2.0%	7%
O=C(NCCc1ccccc1)Nc1cccc(Cl)c1	2%	?	-2%	0.8%	-3%
Cc1ccc([N+](=O)[O-])cc1-c1ccc2cccc(C)c2n1	10%	-1%	-3%	1.3%	-6%	VEEV TC-83 Vero 10K pilot screen=5.7
COC(=O)c1cc(NC(=O)CN(c2ccc(OC)cc2)S(=O)(=O)c2ccc(F)cc2)ccc1Cl	/	/	-18%	6.1%	/
CCN(CC)C(=O)CSc1nnc([C@@H](N)C(C)C)o1	3%	-13%	-6%	i	-8%
C[C@H]1CN=C(Nc2ccccc2)N1CCc1ccc(F)cc1	-2%	-10%	2%	0.9%	-7%
O=C(Nc1nnc(-c2ccccc2)o1)c1cccc(N2C(=O)CCC2=O)c1	-7%	66%	3%	i	-16%
CC(/C=C1\SC(=S)N(CCC(=O)Nc2ccccc2O)C1=O)=C\c1ccccc1	11%	18%	-3%	4.7%	-10%
CC(OC(=O)COc1ccccc1Cc1ccccc1)C(=O)N(C)c1ccccc1 (configuration not stated)	-4%	-7%	-3%	3.6%	0%
Nc1nc(N2CCCCC2)nc(N2CCCCC2)n1	-2%	2%	-24%	3.6%	8%
O=S(=O)(c1ccccc1)N1CCCc2ccccc21	9%	17%	/	/	-7%
CC1CCN(CCc2nc3cc(NC(=O)COc4ccc(Cl)cc4)ccc3n2C)CC1	9%	i	5%	11%	14%
CC(C)C(=O)Nc1ccc(-c2ccc3nncn3n2)cc1	-1%	1%	1%	6.0%	12%
Cc1nc(=O)c(-c2ccccc2)c(C)n1CCCO	-7%	/	20%	0.9%	-11%

Bioassay records: PubChem BioAssay, Southern Research Specialized Biocontainment Screening Center
